Bioassay records deposited in PubChem by several laboratories.
PMI act satM6P: human PMI activators, high substrate, primary screen, biochemical, fluorescence intensity, near-saturating mannose 6-phosphate | 190,000 tested, 0.34% active | AID 1216, 2008 | activation factor at 20 µM | coupled PMI enzyme assay, resazurin fluorescence, 20 min; stronger effect = higher value; 1 = untreated enzyme, 0 = substrate-free blank | Mannose-6-phosphate isomerase (Homo sapiens), P34949;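 active = activation factor of 2 or more at 20 µM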
Target sequence (P34949 whole entry, looked up): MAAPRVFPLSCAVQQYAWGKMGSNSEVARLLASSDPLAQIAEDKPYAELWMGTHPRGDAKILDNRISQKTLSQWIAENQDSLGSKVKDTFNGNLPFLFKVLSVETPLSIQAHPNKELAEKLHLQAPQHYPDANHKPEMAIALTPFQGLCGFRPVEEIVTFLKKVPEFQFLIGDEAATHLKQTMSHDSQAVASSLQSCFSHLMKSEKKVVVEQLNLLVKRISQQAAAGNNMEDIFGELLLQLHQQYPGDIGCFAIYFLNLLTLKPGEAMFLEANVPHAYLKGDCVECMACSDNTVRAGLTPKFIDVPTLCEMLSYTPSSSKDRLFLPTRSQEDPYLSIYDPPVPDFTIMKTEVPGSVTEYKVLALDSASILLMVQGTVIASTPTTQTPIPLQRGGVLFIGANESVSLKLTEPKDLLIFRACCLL
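test system = human PMI in coupled enzyme assay | medium = HEPES-buffered pH 7.4 with magnesium and detergent | also added = 1.0 mM mannose-6-phosphate substrate with 0.22 mM NADP+ | compound = 20 µM single dose | times = 20 min incubation at room temperature | measured by = resorufin fluorescence (Ex 544/Em 590 nm) from resazurin via diaphorase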
S1P3 antag: S1P3 receptor antagonists, primary screen, cell-based; inhibition, % at 4.98 µM; CHO S1P3 NFAT-BLA reporter, FRET fluorescence, antagonist mode; 170,000 tested, 0.27% active; Sphingosine 1-phosphate receptor 3 (Homo sapiens), Q99500;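 active = inhibition above the plate cutoff, the mean inhibition of test wells on that plate plus 3 SD, cut at about 28% in these data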;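 note: cells challenged with S1P at its EC80 of 0.8 µM; blue over green emission ratio from cleaved BLA substrate after 4 h stimulation; 0% = S1P-stimulated wells and 100% = unstimulated DMSO-only wells; some compounds past the cut are filed as inactive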
Target sequence (Q99500 whole entry, looked up): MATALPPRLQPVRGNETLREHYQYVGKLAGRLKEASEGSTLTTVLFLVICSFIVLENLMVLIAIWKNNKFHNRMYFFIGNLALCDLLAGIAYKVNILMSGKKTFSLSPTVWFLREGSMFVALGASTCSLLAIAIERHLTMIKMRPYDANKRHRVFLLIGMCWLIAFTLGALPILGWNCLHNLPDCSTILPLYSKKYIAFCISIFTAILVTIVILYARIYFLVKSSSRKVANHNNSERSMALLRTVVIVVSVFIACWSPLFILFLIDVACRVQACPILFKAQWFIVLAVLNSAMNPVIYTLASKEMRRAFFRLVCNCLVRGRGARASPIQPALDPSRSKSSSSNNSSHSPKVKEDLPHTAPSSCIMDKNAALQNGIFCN
Diaphorase act: compounds boosting diaphorase resazurin reduction – biochemical, uHTS, resorufin fluorescence, counter-screen for diaphorase-coupled primary assays, primary screen; Diaphorase/resazurin coupled assay, 16 min; stronger effect = higher value; 1 = vehicle wells, 0 = NADH-free wells; activation factor at 20 µM; 190,000 tested, 0.005% active; AID 1229, 2008;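 active = diaphorase activity raised at least twofold by the compound at 20 µM; inactive = activation factor below 2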
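Test system: Clostridium kluyveri diaphorase, purified enzyme. Buffer or medium: 50 mM HEPES pH 7.4 buffer plus MgCl2 and Tween 20. Also added: 0.114 mM NADH and 0.1 mM resazurin, final amounts. Dosing: compound 20 µM once, DMSO 1%. Schedule: 16 min enzyme reaction, ambient temperature. Detection: fluorescence of resorufin, 544 nm excitation, 590 nm emission.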
PMI activator: activators of human PMI, primary screen, biochemical, fluorescence intensity, near-Km mannose 6-phosphate; activation factor at 20 µM; 190,000 tested, 0.005% active; AID 1214, 2008; Mannose-6-phosphate isomerase (Homo sapiens), P34949; purified human PMI, coupled resazurin fluorescence, 20 min; stronger effect = higher value; 1 = vehicle control, 0 substrate-free wells;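 active = activation factor of 2 or more at 20 µM, relative to plate controls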
G6PDH CS: L. mesenteroides G6PDH inhibitors, counter-screen for G6PDH-coupled screening assays, biochemical, Leuconostoc mesenteroides enzyme; glucose-6-phosphate dehydrogenase [Leuconostoc mesenteroides]; Purified L. mesenteroides G6PDH, diaphorase/resazurin coupled fluorescence, 45 min; inhibition, % at 5 µM; 200,000 tested, 0.12% active; AID 1020, 2008
Redox H2O2 prof: compounds producing H2O2 with reducing agent – biochemical, NIH compound library profiling, artefact control for MLSCN library redox annotation, primary screen. DTT-dependent redox cycling H2O2, phenol red/HRP absorbance; 100% = 100 µM peroxide control, 0% = buffer. activation, % at 10 µM. 200,000 tested, 0.03% active. AID 878, 2007;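 active = activation of at least 50% relative to the plate's high and low controls in the primary single-dose screen; inactive = activation below 50%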;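 note: compound incubated with DTT at 0.8 mM final as the reducing agent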
Diaphorase inh: diaphorase inhibitors and chemical oxidizers, primary screen, counter-screen for diaphorase-coupled primary assays, biochemical, uHTS, resorufin fluorescence; diaphorase resazurin-to-resorufin fluorescence, NADH, 16 min; bacterial (C. kluyveri) enzyme, not human; inhibition, % at 20 µM; 190,000 tested, 0.69% active;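 active = primary screen inhibition at 20 µM above a set limit, cut at about 50% in these data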;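 note: plate controls were DMSO with full reaction for no effect and wells lacking NADH for full effect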
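Assay system: diaphorase enzyme from Clostridium kluyveri. Quantity: enzyme working solution with 0.14 U/mL diaphorase. Schedule: reaction incubation of 16 min at room temperature. Technique: resorufin fluorescence, excitation 544 nm, emission 590 nm. Controls: No-NADH positive control and DMSO neutral control.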
RAM network inh: inhibitors of the yeast RAM network, primary screen, dse1pr::URA3 reporter, 5-FOA selection; S. cerevisiae dse1pr::URA3 reporter, 5-FOA growth OD615, 2 d; analog-sensitive cbk1-as2 kinase mutant strain; inhibition, % at 50 µM; 190,000 tested, 1.8% active; AID 868, 2007;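 active = inhibition above a set limit, 3 SD over mean compound inhibition, cut at about 8.4% in these data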;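 note: 0% = DMSO-only wells with no growth and 100% = 10 µM 1-NA-PP1 full growth; inhibition rescues growth on 5-FOA so higher OD means more RAM inhibition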
Lmaj promast: Leishmania major promastigote growth inhibition, primary screen | Leishmania major promastigotes, resazurin fluorescence viability | inhibition, % at 10 µM | 200,000 tested, 9% active | AID 1063, 2008;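 note: promastigotes grown with compound for 44 hours at 28 °C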
Hsp70 activator: Hsp70 transcriptional activators, primary screen, cell-based, HeLa, Hsp70 promoter luciferase, luminescence, 10 µM. HeLa Hsp70 promoter luciferase reporter; scaled: vehicle 0, proteasome-inhibitor control 100%. activation, % at 10 µM. 200,000 tested, 0.04% active. AID 1203, 2008;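 active = activation above the mean across all tested compounds plus 3 SD, cutoff set per campaign, cut at about 5.5% in these data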;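 note: 100% = MG132 at 30 µM as the positive control and 0% = DMSO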
TLR4-MyD88 BLA: inhibitors of TLR4-MyD88 association in cells, primary screen, cell-based, HeLa CL3-4, BLA complementation, FRET ratio. HeLa CL3-4 TLR4/MyD88 BLA complementation. inhibition, % at 8.4 µM. 200,000 tested, 0.18% active. AID 861, 2007; in the data active = inhibition above about 25%;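 note: 0% = vehicle and 100% = reference inhibitor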
The depositor's hits bear a star; . = not tested or not shown. Cut-off read from the data, not from the text of the source, unless noted: active = inhibition above about 50%; inactive = the rest.

1. O=C(NC(=S)Nc1c(Cl)ccc2nsnc12)c1ccco1
2. O=C(c1csc2c1CCCC2)N1CCN(c2ncccn2)CC1
3. COc1cccc(C2C(C(=O)c3ccco3)=C(O)C(=O)N2CCN(C)C)c1OC (stereo unspecified)
4. CCN(CC)CCN1C(=O)c2ccccc2NC1c1ccccc1F (stereo unspecified)
5. CC(=O)Nc1ccccc1NC(=O)c1cc(C)ccc1C
6. CC(C)NC(=O)CCS(=O)(=O)c1ccc(Br)s1
7. Cn1c(SCC(=O)N/N=C/c2ccco2)nc2ccccc21
8. Cc1ccccc1NS(=O)(=O)c1ccc(NC(=O)c2nc3ncccn3n2)cc1
Assay by compound,1,2,3,4,5,6,7,8
PMI act satM6P,0.7,1,1.1,1,1.1,0.9,1,1
S1P3 antag,4,10,-9,.,-8,-13,-9,.
Diaphorase act,0.7,0.9,0.9,1.1,1,0.9,1.1,0.8
PMI activator,0.8,1,1.2,1.1,1,0.9,1,1
G6PDH CS,2,3,13,0,20,11,4,-3
Redox H2O2 prof,-0.1,1.7,0.0,2.5,0.2,-0.3,5.1,0.0
Diaphorase inh,33,13,11,-10,0,11,-10,17
RAM network inh,2.4,0.3,1.0,-1.4,0.9,1.4,1.0,2.0
Lmaj promast,-6,2,62*,3,11,3,-2,-4
Hsp70 activator,-0.2,-0.3,-0.2,-0.1,0.0,-0.3,0.1,-0.3
TLR4-MyD88 BLA,-5,3,5,1,6,-13,1,-2

Record cards, from the list above. Screens in order: PMI act satM6P | S1P3 antag | Diaphorase act | PMI activator | G6PDH CS | Redox H2O2 prof | Diaphorase inh | RAM network inh | Lmaj promast | Hsp70 activator | TLR4-MyD88 BLA
COc1cccc(C2C(C(=O)c3ccco3)=C(O)C(=O)N2CCN(C)C)c1OC (stereo unspecified) in the list: 1.1 | -9 | 0.9 | 1.2 | 13 | 0.0 | 11 | 1.0 | 62* | -0.2 | 5
Cc1ccccc1NS(=O)(=O)c1ccc(NC(=O)c2nc3ncccn3n2)cc1 in the list: 1 | . | 0.8 | 1 | -3 | 0.0 | 17 | 2.0 | -4 | -0.3 | -2

The list goes on:
9. Cc1n[nH]c(=O)nc1NC(C)c1ccccc1 (stereo unspecified)
10. O=C(NC(Cc1ccccc1)C(=O)O)/C(=C\c1ccco1)NC(=O)c1ccco1 (stereo unspecified)
11. CCN(CC)C(=O)C1CCN(CC2CC=CCC2)CC1 (stereo unspecified)
12. O=C(NC1CCCc2ccccc21)c1ccc(S(=O)(=O)N2CCOCC2)cc1 (stereo unspecified)
13. CCOc1ccc(OCC)c(NC(=O)CN2CCN(c3cc(C)ccc3C)CC2)c1
14. CC1CCCCN1Cc1c(C#N)c2ccccc2n1C (stereo unspecified)
15. O=C(COC(=O)c1ccccc1Br)Nc1ccc(F)cc1
16. CN(C)C(=O)c1nc2ccc(Cl)cn2c1CN1CCCC(OCc2cccnc2)C1 (stereo unspecified)
Assay by compound,9,10,11,12,13,14,15,16
PMI act satM6P,1,.,0.9,0.9,1,1.1,0.9,1
S1P3 antag,.,-3,-3,-17,.,.,11,10
Diaphorase act,0.9,.,0.9,0.9,0.8,1,0.9,1
PMI activator,1,.,0.8,1,0.8,1.1,0.9,1
G6PDH CS,3,14,-6,4,8,8,-2,3
Redox H2O2 prof,0.1,0.1,2.1,-0.6,0.2,-0.1,-2.3,-1.1
Diaphorase inh,6,.,9,11,25,3,10,4
RAM network inh,-0.3,2.3,1.5,0.4,8.7*,1.6,0.4,0.0
Lmaj promast,-4,-4,84*,12,40,0,0,-2
Hsp70 activator,-0.4,-0.2,0.5,0.0,0.1,-0.1,0.4,-0.2
TLR4-MyD88 BLA,4,-3,2,-22,9,2,4,21

17. Cc1c(Br)c([N+](=O)[O-])nn1CC(=O)Nc1ccc(C(N)=O)cc1
18. O=C(COC(=O)c1ccc2ccccc2c1)Nc1ncc(C(F)(F)F)cc1Cl
19. Cc1ccc(-c2cc(C(=O)N3CCN(c4ncccn4)CC3)c3cc(Br)ccc3n2)o1
20. CCOC(=O)Cn1c(S(=O)(=O)Cc2ccccc2)nc2ccccc21
21. CCc1cccc(OCC(=O)Nc2c[nH]c(=O)[nH]c2=O)c1
22. C=CCn1c(=O)c(C#N)cc2c(=O)n3ccccc3nc21
23. N#CC(=C1N=c2ccccc2=N1)c1c(O)[nH]c2ccccc12
24. CN1CCN(/C=N/c2sc3c(c2C#N)CCCCC3)CC1
Assay by compound,17,18,19,20,21,22,23,24
PMI act satM6P,1,1,1.9,1.2,1.1,0.7,1.1,1
S1P3 antag,-1,.,-25,32,-7,-13,.,.
Diaphorase act,1,0.9,0.8,0.9,1,0.7,1.1,0.9
PMI activator,1,1,1.3,1.1,1.2,1,1.1,1
G6PDH CS,9,-3,8,-3,14,4,4,0
Redox H2O2 prof,-2.1,0.2,-1.0,-0.4,-0.6,0.1,-1.3,1.1
Diaphorase inh,0,12,19,9,-2,26,-13,7
RAM network inh,2.9,1.9,2.3,0.6,2.6,2.5,2.9,1.5
Lmaj promast,13,-2,43,-6,-4,21,-3,40
Hsp70 activator,0.0,-0.4,-0.2,-0.2,0.1,-0.2,0.0,1.1
TLR4-MyD88 BLA,-3,-8,-2,-12,2,-28,8,-11

25. Cc1ccnc(NC(=O)CCC(=O)N(CC(=O)NCc2ccccc2)Cc2ccco2)c1
26. COCc1ccc(CN2CCc3c([nH]c4ccccc34)C2CC(C)C)o1 (stereo unspecified)
27. Cc1c(CCO)c(=O)[nH]n1C(=O)c1ccc(F)cc1
28. COc1ccc(NC(=O)c2cc(S(=O)(=O)N3CCOCC3)cs2)cc1
29. CCC(C)(C(=O)NC1CCCCC1)N(Cc1cccs1)C(=O)c1ccc(=O)[nH]c1 (stereo unspecified)
30. CCOc1ccc(CCNC(=O)C2CC(=O)N(C3CCCC3)C2)cc1OCC (stereo unspecified)
31. CCOc1ccc(C(=O)c2nc3c(n2O)CCCC3)cc1
32. N#C/C(=C\c1ccco1)C(=O)Nn1cnnc1
Assay by compound,25,26,27,28,29,30,31,32
PMI act satM6P,0.9,0.5,0.9,.,1,1.1,0.8,0.9
S1P3 antag,-7,0,.,1,-4,-29,14,-11
Diaphorase act,0.9,0.9,0.9,.,0.9,1,0.8,0.9
PMI activator,0.8,1,1,.,0.9,1,0.9,1
G6PDH CS,19,15,6,13,3,1,11,2
Redox H2O2 prof,0.3,4.7,-4.8,0.3,0.2,2.2,-1.5,0.7
Diaphorase inh,12,13,6,.,10,3,21,10
RAM network inh,0.6,0.5,0.5,6.5,-1.0,3.1,0.7,-0.8
Lmaj promast,-5,17,-3,-3,0,-9,1,-4
Hsp70 activator,-0.3,0.1,0.0,-0.3,-0.4,-0.1,-0.1,0.0
TLR4-MyD88 BLA,-10,5,3,3,-4,4,-3,2

33. O=C(COc1cccc2ccccc12)NNC(=O)[C@@H]1CCCC[C@@H]1C(=O)O
34. COc1ccc(-n2nnnc2SCC(=O)c2cccc(OC)c2)cc1
35. Cc1cc(=O)oc2cc(OCC(=O)N3CCCc4ccccc43)ccc12
36. CC1(C(=O)NCc2cc(F)cc(C(F)(F)F)c2)C=CC2(CCCCC2)N1C(=O)c1ccccc1 (stereo unspecified)
37. Cn1c(=O)c2c(-c3ccccc3)n(-n3cnnc3)cc2n(C)c1=O
38. CSC(=NS(=O)(=O)c1ccccc1)SC
39. CN(C)CCN1C(=O)c2oc3ccccc3c(=O)c2C1c1cccc(Br)c1 (stereo unspecified)
Assay by compound,33,34,35,36,37,38,39
PMI act satM6P,1.1,1,1,0.9,0.9,1,1
S1P3 antag,.,-13,8,-3,21,.,0
Diaphorase act,1,0.9,0.8,0.7,0.8,0.9,0.9
PMI activator,0.9,0.9,0.9,0.9,1.2,1,1.1
G6PDH CS,11,-2,-1,19,-1,14,2
Redox H2O2 prof,0.1,0.2,0.2,0.4,2.4,-4.3,-0.8
Diaphorase inh,-4,11,16,25,17,13,6
RAM network inh,0.6,7.8,3.1,3.7,0.6,0.2,-1.8
Lmaj promast,-7,-5,3,18,16,27,9
Hsp70 activator,-0.1,0.0,0.1,-0.1,-0.4,-0.2,0.2
TLR4-MyD88 BLA,8,1,12,4,10,3,9
